Screens from PubChem.
Vif-APOBEC3G blk – qHTS for Inhibitors of Vif-A3G Interactions: qHTS; DNA dC->dU-editing enzyme APOBEC-3G (Homo sapiens), Q9HC16; AID 602310, 2012; HeLa A3G-eYFP + Vif (tagged APOBEC3G with the HIV-1 protein that degrades it), YFP fluorescence, overnight; Potency, µM (titrated, usually from 46.1 µM), for the others: at the highest dose activity, negative = active, usual class: inhibitors; 410,000 tested, 0.076% active;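 also: % is scaled to controls: 0 for no effect and ±100 for the full control effect; nearly all actives have a fitted effect of over 60% in size; hits raise eYFP signal because A3G escapes Vif-driven loss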
Target sequence (Q9HC16 whole entry, looked up): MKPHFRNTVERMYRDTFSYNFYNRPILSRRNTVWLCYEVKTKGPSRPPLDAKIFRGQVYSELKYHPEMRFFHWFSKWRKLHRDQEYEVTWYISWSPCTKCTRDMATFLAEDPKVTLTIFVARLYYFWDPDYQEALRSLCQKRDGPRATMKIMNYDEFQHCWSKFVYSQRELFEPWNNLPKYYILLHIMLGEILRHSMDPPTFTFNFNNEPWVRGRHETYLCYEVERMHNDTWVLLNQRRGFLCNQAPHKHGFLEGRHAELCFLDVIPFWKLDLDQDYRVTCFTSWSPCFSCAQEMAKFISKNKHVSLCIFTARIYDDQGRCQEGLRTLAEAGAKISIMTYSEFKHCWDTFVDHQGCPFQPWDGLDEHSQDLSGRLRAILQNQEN
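Read-out is eYFP fluorescence (Ex 488/Em 500-530) from Vif-expressing HeLa A3G-eYFP cells; more signal means A3G escaped Vif-mediated degradation. Cells plated overnight, compound pinned in, incubated overnight at 37 deg C.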
IDH1 R132H inh – qHTS for Inhibitors of mutant isocitrate dehydrogenase 1 (IDH1): qHTS; Isocitrate dehydrogenase [NADP] cytoplasmic (Homo sapiens), O75874; IDH1-R132H enzyme, NADPH consumption, diaphorase/resazurin fluorescence; Potency, µM (series often up to 76.6 µM), for the others: at the highest dose activity change, negative = inhibition, actives largely listed as inhibitors; 390,000 tested, 0.093% active; also: % is scaled to controls: 0 for no effect and ±100 for the full control effect; nearly all actives have a fitted effect of over 65% in size
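IDH1-R132H (0.5 ug/mL dispensed) in pH 7.5 Tris buffer was preincubated 30 min with compound, then given a substrate mix of 0.016 mM NADPH and 2 mM alpha-KG for 80 min at room temperature; remaining NADPH was read by diaphorase/resazurin fluorescence.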
RXFP1 agonist – qHTS Assay for Agonists of the Relaxin Receptor RXFP1 | Relaxin receptor 1 (Homo sapiens), Q9HBX9 | HEK293T-RXFP1 cAMP TR-FRET, 30 min; response scale: percent of porcine relaxin response, buffer zero | Potency, µM (highest dose often 57.5 µM), for inactives: at the highest dose activation, most hits filed as activators | 370,000 tested, 0.3% active | AID 2676, 2010; also: % is scaled to controls: 0 for no effect and ±100 for the full control effect; nearly all actives have a fitted effect of over 60% in size; many of its hits are not listed in these tables
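cAMP rise read by TR-FRET after 30 min, 37C compound exposure (up to 58 uM) in RXFP1-transfected HEK293 cells with Ro 20174 present. EC50 from Hill-equation fits, with 29 nM porcine relaxin as 100% and buffer as basal.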
Vif-APOBEC3F blk – qHTS for Inhibitors of Vif-A3F Interactions: qHTS. Potency, µM (series often up to 46.1 µM), for the others: top-dose activity, negative = active. 390,000 tested, 0.2% active. HeLa A3F-eYFP + Vif (tagged APOBEC3F with the HIV-1 protein that degrades it), YFP fluorescence increase. AID 602313, 2012; also: % of control where 0% means no effect; nearly all actives have a fitted effect of over 65% in size
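HeLa cells stably expressing Vif plus C-terminally eYFP-tagged A3F were seeded, incubated overnight at 37 deg C, dosed with compound, incubated overnight again at 37 deg C. Yellow fluorescence (Ex 488/Em 500-530) reported blocked Vif-mediated A3F-eYFP degradation.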
ALOX12 inh – Primary qHTS assay for inhibitors of human arachidonate 12S-lipoxygenase (ALOX12): Round 2; Polyunsaturated fatty acid lipoxygenase ALOX12 (Homo sapiens), P18054; purified 12hLO, xylenol orange hydroperoxide absorbance; Potency, µM (top dose mostly 108 µM), without a hit: at the highest dose activity change, negative = inhibition, hits mostly inhibitors; 580,000 tested, 1.1% active; AID 1671190, 2021; also: % is scaled to controls: 0 for no effect and ±100 for the full control effect
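Purified human 12hLO (150 nM final) in 25 mM Hepes, 0.01% Triton X-100, pH 7.0 was preincubated 15 min at room temperature with compound. Then 40 uM arachidonic acid was added, 30 min. Hydroperoxide was read by Fe-XO absorbance ratio 573/405 nm.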
USP1-UAF1 inh – Inhibitors of USP1/UAF1: Primary Screen. Ubiquitin carboxyl-terminal hydrolase 1 (Homo sapiens), O94782. recombinant USP1/UAF1, Ub-Rhodamine cleavage fluorescence. Potency, µM (doses to about 57.1 µM), without a hit: top-dose activity change, negative = inhibition, actives largely listed as inhibitors. 390,000 tested, 0.23% active. AID 743255, 2014; also: % is scaled to controls: 0 for no effect and ±100 for the full control effect; nearly all actives have a fitted effect of over 60% in size; inactives centre near -12
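1 nM enzyme complex + cpd, 15 min RT; start with Ub-Rho 150nM final; kinetic fluorescence ex 480/em 540, 6 reads q60 s. Buffer 50mM HEPES pH 7.8, 0.5mM EDTA, 0.1 mg/ml BSA, 1mM TCEP, 0.01% Tween-20.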
TrxR1 substrate – qHTS Assay for Substrates of Mammalian Selenoprotein Thioredoxin Reductase 1 (TrxR1): qHTS; 390,000 tested, 0.01% active; purified TrxR1 substrate turnover, NADPH consumption readout; Potency, µM (top dose mostly 114 µM), without a hit: at the highest dose activity change, negative = substrate turnover; also: % is scaled to controls: 0 for no effect and ±100 for the full control effect; nearly all actives have a fitted effect of over 50% in size
Target sequence (O89049 whole entry, looked up): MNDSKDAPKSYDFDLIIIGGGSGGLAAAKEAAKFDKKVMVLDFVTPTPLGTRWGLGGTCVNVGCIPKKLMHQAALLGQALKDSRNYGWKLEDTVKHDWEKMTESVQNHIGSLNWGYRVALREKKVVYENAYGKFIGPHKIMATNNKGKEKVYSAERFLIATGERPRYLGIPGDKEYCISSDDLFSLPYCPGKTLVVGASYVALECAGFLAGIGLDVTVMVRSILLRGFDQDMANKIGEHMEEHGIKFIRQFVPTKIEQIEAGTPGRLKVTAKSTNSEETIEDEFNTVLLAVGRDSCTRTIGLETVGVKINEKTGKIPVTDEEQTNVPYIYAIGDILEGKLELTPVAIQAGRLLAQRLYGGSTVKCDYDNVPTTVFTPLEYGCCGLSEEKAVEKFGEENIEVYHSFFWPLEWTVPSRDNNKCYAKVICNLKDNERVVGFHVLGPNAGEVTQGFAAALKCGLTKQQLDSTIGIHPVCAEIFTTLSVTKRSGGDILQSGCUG
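Rat TrxR1, dispensed at 90 nM, was prereduced with 400 uM NADPH (final) for 5 min at ~22 deg C, then incubated with compound 15 min before 400 uM selenite. A first-read NADPH fluorescence drop versus no-compound background flagged substrates.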
RGS4 inh – Inhibitors of Regulator of G Protein Signaling (RGS) 4: qHTS; Regulator of G-protein signaling 4 (Homo sapiens), P49798; Transcreener GDP fluorescence polarization, RGS4-accelerated GTP hydrolysis; Potency, µM (highest dose often 114 µM), without a hit: top-dose activity change, negative = inhibition, most hits filed as inhibitors; 390,000 tested, 0.039% active; AID 504845, 2011; also: % is scaled to controls: 0 for no effect and ±100 for the full control effect; nearly all actives have a fitted effect of over 75% in size; some results filed as inactive show a strong effect at the top dose
Target sequence (P49798 whole entry, looked up): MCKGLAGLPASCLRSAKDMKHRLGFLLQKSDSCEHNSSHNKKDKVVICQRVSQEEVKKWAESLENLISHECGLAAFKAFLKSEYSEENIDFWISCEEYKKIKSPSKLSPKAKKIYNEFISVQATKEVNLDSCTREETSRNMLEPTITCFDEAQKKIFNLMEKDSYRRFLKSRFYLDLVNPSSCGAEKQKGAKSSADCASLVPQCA
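MLSMR compounds (23 nl, pin-transferred) preincubated 10 min at room temperature with a 500nM (2x) first reagent, then RGS4 at 900nM (2x) plus Transcreener GDP mix added; fluorescence polarization (620/688 nm) read before and after 90 min at 30 °C.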
TrxR1 inh – qHTS Assay for Inhibitors of Mammalian Selenoprotein Thioredoxin Reductase 1 (TrxR1): qHTS. Thioredoxin reductase 1, cytoplasmic (Rattus norvegicus), O89049. recombinant rTrxR1, NADPH fluorescence consumption, selenite substrate. Potency, µM (highest dose often 114 µM), without a hit: at the top dose activity change, negative = inhibition, hits mostly inhibitors. 390,000 tested, 1% active. AID 588453, 2011; also: % is scaled to controls: 0 for no effect and ±100 for the full control effect; nearly all actives have a fitted effect of over 65% in size
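Rat TrxR1 (90 nM in the dispensed reagent) was pre-reduced with 400 uM NADPH for 5 min at room temperature, then incubated with compound for 15 min. After 400 uM selenite was added, NADPH fluorescence (Ex 340/Em 450 nm) was followed for 8 min.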
The depositor's hits bear a star; u = inconclusive; x = not tested or not shown; [ ] = dose if it differs, or a comment. Calls follow the shape of the dose curve; as a rule, active = well fitted curve in the direction sought with a large enough effect; inconclusive = small, poorly fitted or top-dose-only effect, or another doubt; inactive = no such curve, though single readings can be large; an effect the other way counts as inactive or inconclusive. Potency is read from the fitted curve at half-maximal effect.

SMILES	Vif-APOBEC3G blk	IDH1 R132H inh	RXFP1 agonist	Vif-APOBEC3F blk	ALOX12 inh	USP1-UAF1 inh	TrxR1 substrate	RGS4 inh	TrxR1 inh
O=C(Nc1ccccc1)c1ccc(F)c(S(=O)(=O)N2CCOCC2)c1	2%	5%	-0.3%	1%	-25%	-16%	-2%	-12%[56.9 µM]	12%
CC(C)c1nn2c(=O)cc(O)nc2s1	1%	1%	0.2%	-24%	-15%	-10%	-7%	5%	-3%
COc1ccc(Br)cc1/C=N/NC(=O)Cn1nnnc1N	-13%	6%	1.1%	4%	191%[activator]	-11%	-16%[57.1 µM]	-31%	17%[57.1 µM]
CC(=O)c1ccc(S(=O)(=O)NCCC(=O)NCCc2c[nH]c3ccccc23)cc1	1%	2%	-0.7%	0%	16%	-27%	9%	-13%	18%
COc1ccc(C(=O)N(C)CCCC2CCCC2)cc1OC1CCN(C(C)=O)CC1	3%	5%	3.9%	3%	3%	-6%	-3%	-15%	-3%
Cc1ccc2c(c1)C1CN(C)CCC1N2C(=O)c1cccc(S(=O)(=O)N2CC(C)CC(C)C2)c1 (stereo not given)	0%	2%	2.6%	-8%	-15%	0%	5%[57.1 µM]	7%	6%[57.1 µM]
CCCCC(=O)Nc1c2c(nn1-c1ccc(C)cc1)CS(=O)(=O)C2	2%	0%	1.5%	-5%	1%	-9%	3%	-10%	7%
CC(C)C(=O)N1CCN(CCN2C(=O)c3cccc4cccc(c34)C2=O)CC1	0%	4%	u	7%	43%[activator]	-26%	0%	9%	15%
O=C(O)/C=C/c1cn(-c2ccccc2)nc1-c1cc2ccccc2o1	-1%	2%	1.9%	21%	-15%	-15%	138%[activator]	-1%	10%
CC(Oc1ccc(Cl)cc1Cl)C(=O)NNC(=O)C(=O)N1CCCCC1 (stereo not given)	0%	0%	-0.4%	0%	10%	-1%	5%[57.1 µM]	-12%	5%[57.1 µM]
O=c1[nH]c(C2CCN(S(=O)(=O)c3ccccc3)CC2)nc2c1nnn2Cc1ccccc1	0%	-1%	-0.4%	-8%	-29%	-10%	-17%[57.1 µM]	u	18%[57.1 µM]
O=C(Nc1ccc(-n2cnnn2)cc1)c1cc(S(=O)(=O)N2CCCC2)ccc1Cl	6%	3%	-0.3%	-4%	11%	-18%	-10%	-17%	-6%
Cc1nn(-c2ccccc2)c(Cl)c1/C=N/NC(=O)c1nn(C)cc1[N+](=O)[O-]	u	4%	2.3%	-7%	18%	-10%	-4%	-23%	-3%
CN1CCN(C2Cc3ccccc3Sc3cc(C(F)(F)F)ccc32)CC1 (stereo not given)	-11%	17%	x	0%	u	-20%	4%	0%	15%
O=C1NC(=O)/C(=C\c2ccc(OCc3cccc([N+](=O)[O-])c3)cc2)N1	-2%	1%	-2.4%	9%	6%	-24%	4%[57.1 µM]	10%	27%[57.1 µM]
Cc1ccc(CNC(=O)c2sc3nc4c(c(C(F)(F)F)c3c2N)CCC4)cc1	-1%	-1%	2.3%	-5%	5%	-5%	-9%	-1%	1%
O=C(Nc1cccc(C(=O)N2CCCC2)c1)C1CC1	0%	2%	x	8%	u	-17%	-6%	21%	2%
COC(=O)c1ccc(NC(=O)CCN2C(=O)CSC2=O)cc1	-2%	3%	0.3%	0%	0%	-14%	1%	-2%	13%
CCOC(=O)CSc1nnc(Cn2nnc(-c3ccccc3)n2)n1CC	1%	1%	-0.8%	-26%	0%	2%	12%[57.1 µM]	4%	13%[57.1 µM]
CCCCc1ccc(/C=C2\C(=O)ON=C2c2ccccc2)s1	-8%	0%	-2.1%	3%	-12%	-22%	3%	11%	18%
COc1ccc(/C=C2/N=C(SC3CCOC3=O)N(c3cccc(OC)c3)C2=O)cc1 (stereo not given)	-6%	3%	-0.3%	0%	-20%	-3%	-8%	12%	-3%
O=C(CCCn1c(=O)c2cccn2c2ccccc21)Nc1cc(C(F)(F)F)ccc1Cl	5%	-7%	3.8%	-3%	-15%	-24%	-5%	-2%	9%
COc1ccccc1C(=O)NC(=S)NC12CC3CC(CC(C3)C1)C2	1%	4%	2.6%	-5%	7%	-7%	-8%	u	u
COc1ccc(S(=O)(=O)N2CCOCC2)cc1C(=O)Nc1ccon1	-1%	-1%	3.9%	-2%	242%[activator]	-21%	7%[57.1 µM]	29%	6%[57.1 µM]
Cc1ccccc1Nc1nc(=O)c2cc([N+](=O)[O-])ccc2s1	-3%	-1%	1.2%	-2%	-23%	-19%	-7%	-12%	-9%

Another view of some results above:
SMILES: O=C(Nc1ccc(-n2cnnn2)cc1)c1cc(S(=O)(=O)N2CCCC2)ccc1Cl
  Vif-APOBEC3G blk = 6%
  IDH1 R132H inh = 3%
  RXFP1 agonist = -0.3%
  Vif-APOBEC3F blk = -4%
  ALOX12 inh = 11%
  USP1-UAF1 inh = -18%
  TrxR1 substrate = -10%
  RGS4 inh = -17%
  TrxR1 inh = -6%
SMILES: Cc1nn(-c2ccccc2)c(Cl)c1/C=N/NC(=O)c1nn(C)cc1[N+](=O)[O-]
  Vif-APOBEC3G blk = u
  IDH1 R132H inh = 4%
  RXFP1 agonist = 2.3%
  Vif-APOBEC3F blk = -7%
  ALOX12 inh = 18%
  USP1-UAF1 inh = -10%
  TrxR1 substrate = -4%
  RGS4 inh = -23%
  TrxR1 inh = -3%

The list continues.
SMILES	Vif-APOBEC3G blk	IDH1 R132H inh	RXFP1 agonist	Vif-APOBEC3F blk	ALOX12 inh	USP1-UAF1 inh	TrxR1 substrate	RGS4 inh	TrxR1 inh
CCOC(=O)C1=C(COC(=O)/C=C/c2ccc(Cl)cc2)NC(=O)NC1C (stereo not given)	0%	1%	1.4%	-7%	-11%	-14%	-3%	-17%	-4%
Cc1nnc(Nc2ccccc2)n(N)c1=O	0%	11%	0.0%	-11%	0%	-14%	0%[57.1 µM]	17%	20%[57.1 µM]
CCc1ccc(C2N(c3ccc(OC)cc3)C(=O)C3CCCN32)cc1 (stereo not given)	1%	-9%	-0.2%	0%	427%[activator]	-16%	-3%[57.1 µM]	8%	-7%[57.1 µM]
CCCCCCc1cc2cc(S(=O)(=O)c3ccc(C)cc3)c(=O)oc2cc1O	-7%	-8%	5.2%	-11%	u	u	76%[activator]	-20%	67%[activator]
COC(=O)c1cc(NC(=O)c2cccc([N+](=O)[O-])c2C)ccc1Cl	-10%	-7%	-0.9%	11%	1%	-15%	4%	15%	19%
N#Cc1ccccc1OCc1cn(CC(=O)c2ccc(O)cc2)nn1	2%	1%	x	2%	u	-31%	1%	u	-7%
Cc1ccc(Nc2nc3c(S(=O)(=O)c4ccccc4)nnn3c3ccc(Cl)cc23)c(C)c1	0%	15%	u	3%	-29%	-2%	7%	-4%	18%
COC(=O)C1CCN(C(=O)CCCOc2ccccc2)CC1	-7%	-1%	-0.6%	x	22%	-19%	-1%	-24%	6%
COC(=O)c1c(-c2cccs2)csc1NC(=O)c1ccc(OC)c(OC)c1	0%	8%	u	u	-24%	u	18%	u	30%
CCc1ccc(CCC(=O)Nc2ccc(C(=O)O)cc2)o1	1%	-2%	0.0%	-17%	-6%	-17%	1%	13%	-10%
COc1cc(SC)ccc1C(=O)NC1CCCc2ccccc21 (stereo not given)	2%	4%	1.1%	4%	1%	-23%	8%	3%	27%
Cc1ccccc1C(C(=O)NC1CCCCC1)N(C(=O)c1ccccn1)c1cccnc1 (stereo not given)	-7%	3%	0.0%	-8%	0%	-15%	2%[57.1 µM]	20%	17%[57.1 µM]
O=C(CCc1ccccc1)Nc1ccccc1F	-1%	-1%	0.8%	4%	120%[activator]	-16%	0%[57.1 µM]	-4%	26%[57.1 µM]

Reprinted from the results shown for reference:
SMILES	Vif-APOBEC3G blk	IDH1 R132H inh	RXFP1 agonist	Vif-APOBEC3F blk	ALOX12 inh	USP1-UAF1 inh	TrxR1 substrate	RGS4 inh	TrxR1 inh
COc1cc(SC)ccc1C(=O)NC1CCCc2ccccc21 (stereo not given)	2%	4%	1.1%	4%	1%	-23%	8%	3%	27%
Cc1ccccc1C(C(=O)NC1CCCCC1)N(C(=O)c1ccccn1)c1cccnc1 (stereo not given)	-7%	3%	0.0%	-8%	0%	-15%	2%[57.1 µM]	20%	17%[57.1 µM]
O=C(CCc1ccccc1)Nc1ccccc1F	-1%	-1%	0.8%	4%	120%[activator]	-16%	0%[57.1 µM]	-4%	26%[57.1 µM]

These rows are one share of the data (hit frequency here may not be typical).
